MITF inh – human MITF inhibition, primary screen; O75030; AlphaScreen MITF homodimerization, bead proximity signal; inhibition, % at 2.6 µM; 650,000 compounds, 0.91% hits; in the data active means inhibition above about 50%;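 further: 0% = vehicle wells with protein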
Target sequence (O75030 whole entry, looked up): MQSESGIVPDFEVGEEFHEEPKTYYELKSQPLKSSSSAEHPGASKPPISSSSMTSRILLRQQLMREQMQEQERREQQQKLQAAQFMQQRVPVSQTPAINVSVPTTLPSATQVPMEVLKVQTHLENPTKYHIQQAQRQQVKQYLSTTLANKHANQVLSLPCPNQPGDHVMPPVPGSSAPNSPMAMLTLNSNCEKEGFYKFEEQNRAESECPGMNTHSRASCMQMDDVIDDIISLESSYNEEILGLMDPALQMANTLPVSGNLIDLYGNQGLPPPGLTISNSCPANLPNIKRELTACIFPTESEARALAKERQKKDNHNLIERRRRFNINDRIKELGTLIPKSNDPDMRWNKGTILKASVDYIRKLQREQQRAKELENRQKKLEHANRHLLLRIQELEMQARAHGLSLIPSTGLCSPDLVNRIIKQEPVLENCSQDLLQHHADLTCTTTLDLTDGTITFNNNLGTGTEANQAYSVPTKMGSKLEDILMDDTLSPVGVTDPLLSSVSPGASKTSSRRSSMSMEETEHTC
FBW7 activator – activators of human E3 ligase FBW7; Q969H0; AlphaScreen FBW7–phospho-cyclin E peptide binding, activator screen; normalized activity (activation), % at 26.1 µM; 650,000 compounds, 0.13% hits; AID 1259310; in the data active means normalized activity above about 1.9%;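 further: purified mutant Fbw7 with reduced substrate affinity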
TEAD-YAP inh – TEAD-YAP interaction inhibition; 640,000 compounds, 1.4% hits; HEK-TIYL cells, TEAD-Gal4/YAP UAS-luciferase luminescence; AID 1259422; inhibition, % at 9.12 µM; in the data active means inhibition above about 32%;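 further: 0% = median of test compound wells and 100% = reference inhibitor wells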
GPR151 ag – activates the human receptor GPR151. Q8TDV0. PathHunter beta-arrestin GPR151 cells, luminescence. activation, % at 11.2 µM. 650,000 compounds, 1% hits; in the data active means activation above about 4.9%;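 further: 0% = median of compound wells and 100% = cells with positive control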
Target sequence (Q8TDV0 whole entry, looked up): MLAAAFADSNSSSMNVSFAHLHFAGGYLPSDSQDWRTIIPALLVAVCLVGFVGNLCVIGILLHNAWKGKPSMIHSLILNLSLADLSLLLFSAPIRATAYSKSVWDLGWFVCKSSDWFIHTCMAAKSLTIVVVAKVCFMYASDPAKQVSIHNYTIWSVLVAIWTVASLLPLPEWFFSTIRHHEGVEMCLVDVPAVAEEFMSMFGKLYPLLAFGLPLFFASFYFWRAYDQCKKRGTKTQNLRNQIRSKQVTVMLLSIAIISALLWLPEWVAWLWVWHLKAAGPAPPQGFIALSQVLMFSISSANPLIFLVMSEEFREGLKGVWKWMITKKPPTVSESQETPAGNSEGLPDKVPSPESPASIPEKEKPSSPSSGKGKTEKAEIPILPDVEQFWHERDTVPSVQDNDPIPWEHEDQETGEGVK
* marks the source's active call; other numbers are inactive results; & = joins results of further samples.

item	smiles	TEAD-YAP inh	FBW7 activator	GPR151 ag	MITF inh
1	Cc1cccc(NC(=O)/C(=C\c2ccco2)NC(=O)c2ccccc2I)c1	4	-0.2	0.6	-15
2	CCC(=O)Nc1cc(C)c(NC(=O)c2cc(OC)c(OC)c(OC)c2)cn1	2	-0.1	0.8	3
3	CC(=O)Nc1cccc(NC(=O)CSc2ccc(-c3nc4ccccc4[nH]3)cn2)c1	40*	0.1	-3.7	-6
4	COCCN1C(=O)c2ccc(C(=O)Nc3cccc(C(F)(F)F)c3)cc2C1=O	-1	-0.2	-0.6	9
5	Cc1ccc(Nc2ccc(C(=O)O)cc2[N+](=O)[O-])cc1	6	0.0	1.3	9
6	COc1ccc(/C=N/n2c(C)nnc2-n2nc(C)cc2C)cc1	2	-0.4	1.4	3
7	Cc1nc2cc(N3CCC(C)CC3)c(NC(=O)C3CC3)cc2c(=O)n1Cc1ccccc1	1	0.1	-0.5	-6
8	CCOc1ccc(CCNc2c(-c3ccccc3)c(=O)c2=O)cc1OCC	9	0.9	-2.1	12
9	CSc1nsc(SCC(=O)c2ccccc2)n1	0	0.0	0.5	-5
10	CCCOc1ccc(-c2nn(-c3ccccc3)cc2/C=c2\sc3nc(-c4ccncc4)nn3c2=O)cc1	9	0.4	-2.1	15
11	CCCCC(c1nnnn1CCC(C)C)N1CCN(C)CC1 (centres undefined)	-25	1.8	-1.6	3
12	CCc1ccc(NC(=O)CCC(=O)N/N=C/c2cccc(I)c2)cc1	8	0.0	2.0	3
13	CC(=O)C1=NN(c2ccc(Cl)cc2)C2C(=O)N(c3ccccc3Cl)C(=O)C12 (centres undefined)	11	0.0	-1.7	11
14	CC(=O)OC(C(=O)c1ccccc1)c1ccccc1 (centres undefined)	1	-0.1	0.5	-5
15	O=C(NCc1ccc(Cl)cc1)C(=O)Nc1ccc(F)cc1F	-17	0.1	-0.5	3
16	Cc1ccc(-c2csc(=Nc3ccc(Cl)cc3)n2CCCO)cc1C	3	-0.2	2.0	13
17	O=C(Nc1ccc([N+](=O)[O-])cc1Br)C1COc2ccccc2O1 (centres undefined)	-63	-0.6	-0.3	3
18	COc1cc(NS(=O)(=O)c2ccc(C)cc2)c2ncccc2c1	29	-0.1	0.0	27
19	CCOc1ccccc1-c1nc(C(N)=O)c2[nH]c(=O)n(-c3cccc(C)c3)c2n1	-7	-0.3	-0.1	-2
20	CCOc1ccc(-c2nc(C(N)=O)c3[nH]c(=O)n(-c4ccc(C)cc4)c3n2)cc1	1	1.3	0.5	6

Reformatted: entries from further up
Sequence of screens – TEAD-YAP inh, FBW7 activator, GPR151 ag, MITF inh
18: COc1cc(NS(=O)(=O)c2ccc(C)cc2)c2ncccc2c1
 : 29, -0.1, 0.0, 27
16: Cc1ccc(-c2csc(=Nc3ccc(Cl)cc3)n2CCCO)cc1C
 : 3, -0.2, 2.0, 13
5: Cc1ccc(Nc2ccc(C(=O)O)cc2[N+](=O)[O-])cc1
 : 6, 0.0, 1.3, 9
11: CCCCC(c1nnnn1CCC(C)C)N1CCN(C)CC1 (centres undefined)
 : -25, 1.8, -1.6, 3
17: O=C(Nc1ccc([N+](=O)[O-])cc1Br)C1COc2ccccc2O1 (centres undefined)
 : -63, -0.6, -0.3, 3
10: CCCOc1ccc(-c2nn(-c3ccccc3)cc2/C=c2\sc3nc(-c4ccncc4)nn3c2=O)cc1
 : 9, 0.4, -2.1, 15
2: CCC(=O)Nc1cc(C)c(NC(=O)c2cc(OC)c(OC)c(OC)c2)cn1
 : 2, -0.1, 0.8, 3

More records follow:
item	smiles	TEAD-YAP inh	FBW7 activator	GPR151 ag	MITF inh
21	O=C(NCCCN1CCCC1=O)c1cnc(N2CCCC2CO)s1 (centres undefined)	0	0.1	0.7	-7
22	CN(CCO)c1cc(Sc2ccc([N+](=O)[O-])cc2)c2nonc2c1[N+](=O)[O-]	17	0.0	0.4	9
23	NC(=O)Cn1cc(/C=C2\NC(=S)N(c3ccccc3)C2=O)c2ccccc21	-10	0.3	-1.0	-6
24	CCC(CC)C(=O)Nc1c2c(nn1-c1cccc(C)c1C)CS(=O)C2 (centres undefined)	-9	0.1	-0.9	-20
25	CC(=O)Nc1cccc(NC(=O)CSc2nc3sc4c(c3c(=O)[nH]2)CCCC4)c1	6	0.1	-0.9	26
26	CCOC(=O)C(=CNc1cccc(C)n1)C(=O)OCC	2&-1	0.2&0.1	-0.3&-0.1	15&15
27	O=C(CCCCCNS(=O)(=O)c1ccc(Br)cc1)NCc1ccc(F)cc1	-15	0.0	0.9	-5
28	COc1ccc(-c2cc(C(F)(F)F)n3nc(C(=O)Nc4nccs4)cc3n2)cc1OC	-5	0.4	-0.7	24
29	O=S(=O)(NCc1ccc(F)cc1)c1ccc(S(=O)(=O)NC2CCCCC2)cc1	-7	1.2	0.3	23
30	CC1=CN2C(=O)C(Cc3ccc(Br)cc3)(NC(=O)c3ccccc3)N=C2C=C1 (centres undefined)	1	-0.1	-1.6	0
31	COc1cc2c(cc1OC)CN(Cc1cc([N+](=O)[O-])ccc1O)CC2	7	0.1	0.5	5
32	Cc1cc(=O)[nH]c(Nc2ccc(Cl)cc2)n1	-8	-0.1	-0.9	-3
33	CC(=O)N1c2ccccc2C(CSc2nnc(C)s2)=CC1(C)C	12	0.2	0.6	6
34	Cc1cc(/C=N\Nc2ccc([N+](=O)[O-])cn2)c(C)n1-c1ccccc1F	-57	0.1	0.1	-11
35	Cc1ccc2oc(=O)c3cnn(CC(=O)N4CC(C)CC(C)C4)c3c2c1 (centres undefined)	1	-0.3	0.3	-4
36	COc1ccccc1C(=O)OCCCN(C1=NS(=O)(=O)c2ccccc21)c1ccccc1	2	-0.2	1.3	10
37	CC(C)(C)NC(CNS(=O)(=O)c1ccccc1)c1ccccc1 (centres undefined)	-11	0.1	0.1	12
38	CC(C)NC(=O)c1ccccc1NC(=O)c1ccccc1N(C)S(C)(=O)=O	4	0.1	-2.0	14
39	CC1CCC(OC(=O)NC(C(F)(F)F)C(F)(F)F)CC1C (centres undefined)	-2	0.4	0.2	8
40	CC(C)CC(=O)N(c1ccc(Br)cc1)C1C=CS(=O)(=O)C1 (centres undefined)	-1	-0.1	1.9	-3
41	O=C(c1ccco1)N1CCN(Cc2c(O)ccc3ccccc23)CC1	5	-0.1	-1.8	8
42	COc1ccc(CCNS(=O)(=O)c2c(C)n(C)c(=O)n(C)c2=O)cc1	-9	0.0	0.1	6
43	C=CCOc1ccc(/C=N/NC(=O)CC(=O)NCCOC)cc1	-6	0.8	-0.3	-5
44	CC(=O)N1CC=C2C(C#N)=C(N)C(C#N)(C#N)C(c3ccoc3)C2C1 (centres undefined)	7	0.9	-1.4	22
45	CCOc1ccccc1C1CC(=O)NC(C)=C1C(=O)OCC(C)C (centres undefined)	7	-0.2	1.0	6
46	N#C/C(=C\c1ccc(-c2cc(Cl)cc(Cl)c2)o1)c1nn(CCO)c(N)c1C#N	-5	0.7	-0.9	10
47	Fc1cccc2c1N[C@@H](c1ccncc1)[C@H]1CC=C[C@@H]21	-5	-0.1	-0.4	4
48	O=C(NNC1CC(=O)N(c2ccccc2)C1=O)c1ccccc1[N+](=O)[O-] (centres undefined)	-3	-0.2	-0.7	-5
49	O=C(NCc1nc(-c2ccncc2)n[nH]1)C1(c2ccc(Cl)cc2)CCC1	12	-0.1	0.0	13
50	O=C(CSc1ncccc1C(=O)O)Nc1ccc(Cl)c(C(F)(F)F)c1	0	-0.1	0.9	-5
51	O=C(O/C(=C/c1nc2ccccc2n1Cc1ccccc1Br)c1ccc(F)cc1)c1ccc(F)cc1	1	0.0	-2.5	12
52	Cc1c(NC(=O)COc2ccccc2Cl)cccc1C(=O)O	-82	0.2	0.6	-2
53	CC1C(=O)ON(c2ccccc2)C(=O)N1C (centres undefined)	4	0.7	1.7	11
54	O=C(Nc1ccc(Cl)cc1Cl)c1cc2nc(-c3ccc(Br)cc3)cc(C(F)(F)F)n2n1	-2	-0.1	-1.1	10
55	Cc1cc(/C=C2/NC(=O)NC2=O)c(C)n1-c1ccc(C#N)cc1	-3	-0.2	0.8	2
56	COc1cc(NC(=O)c2cnc(Nc3ccc(C(F)(F)F)cc3)s2)cc(OC)c1OC	3	0.1	2.3	-3
57	CN1C(=O)CCC12CCN(Cc1nc3ccccc3s1)CC2	-7	0.4	-0.5	-5
58	CCOC(=O)CN(C)C(=O)CCc1nnc(CCc2ccc(OC)cc2)o1	-9	0.0	-0.2	-5
59	CN(C)CCNC(=O)Nc1ccc(F)cc1F	13	0.1	-1.0	13
60	C=CCN1C(=O)NC(=O)/C(=C/c2cc(OC)c(OC)c(OC)c2)C1=O	-4	0.0	3.0	-8

Some of the entries above, set out differently.
#13 CC(=O)C1=NN(c2ccc(Cl)cc2)C2C(=O)N(c3ccccc3Cl)C(=O)C12 (centres undefined)
#52 Cc1c(NC(=O)COc2ccccc2Cl)cccc1C(=O)O

Screen / compound no.,13,52
TEAD-YAP inh,11,-82
FBW7 activator,0.0,0.2
GPR151 ag,-1.7,0.6
MITF inh,11,-2

Other structures.
item	smiles	TEAD-YAP inh	FBW7 activator	GPR151 ag	MITF inh
61	Cc1cccn2c(=O)c3cc(C#N)c(=O)n(-c4cccc([N+](=O)[O-])c4)c3nc12	0	0.0	0.5	-2
62	NC(=O)COc1ccc(S(=O)(=O)N2CCCC2)cc1	8	0.0	-0.2	-1
63	COCCn1ccc(-c2sc(NCc3cn[nH]c3-c3ccccc3)nc2C)n1	16	-0.1	-1.6	-4
64	COc1ccc(C2CC(c3ccc(Br)cc3)=Nc3ccccc3S2)cc1 (centres undefined)	0	0.2	-0.5	6
65	O=C1CCCN1CCCN1C(=O)CC[C@@H]2CN(Cc3ccc(F)cc3)CC[C@@H]21	5	0.0	0.0	11
66	COc1ccc(OCC(=O)N2CCC(Cc3ccccc3)CC2)cc1	-2	0.0	0.1	-17
67	COC(=O)CSc1nc(NC(C)(C)C)nc(N(C)C)n1	6	-0.1	-0.7	4
68	COc1ccc(NC(=O)Cn2c(-c3cncs3)nc3ccccc32)cc1	5	0.0	-0.4	-1
69	Fc1ccc(Cn2nnnc2CN2CCCC2)cc1	7	-0.1	-0.2	-6
70	C=CCN1C(=O)C2(C(C#N)=C(N)OC3=C2C(=O)CCC3)c2ccccc21 (centres undefined)	3	0.1	2.2	12
71	c1cncc(-c2cnc3ccccc3n2)c1	10	0.0	1.9	18
72	CC1=C(C(=O)OCc2ccccc2)C(c2ccco2)C2=C(CC(C)(C)CC2=O)N1 (centres undefined)	-4	-0.1	-0.5	-5
73	CC[C@H](Cn1nnn(-c2ccccc2)c1=O)NC(=O)Cc1n[nH]c(=O)c2ccccc12	-4	-0.1	0.5	7
74	O=C(Nc1nc2c(s1)CCCC2)c1ccccc1-n1cnnn1	-3	0.1	-1.2	7
75	CCOC(=O)CNC(=O)CSc1ccc2nnc(-c3ccccc3)n2n1	11	0.3	0.2	0
76	CCOC(=O)CC(=O)CSc1nc2c(sc(=S)n2-c2ccc(C)cc2C)c(=O)n1-c1ccccc1	7	0.1	1.5	3
77	CCN(CCNC(=O)c1cccc(N2CCCC2=O)c1)c1ccccc1	-15	-0.2	1.1	1
78	CCCC(c1nnnn1Cc1ccc2c(c1)OCO2)N1CCC(C(N)=O)CC1 (centres undefined)	-7	-0.1	-1.2	-20
79	CC(=O)c1cccc(-c2nc(NCCO)c3ncn(-c4ccccc4)c3n2)c1	14	0.2	-1.3	12
80	O=C(CCS(=O)(=O)Cc1ccccc1Cl)NC1CC1	-1	-0.2	1.3	-2
81	O=C(COC(=O)c1cccc(-c2ccc(O)cc2)c1)NC(=O)NCc1ccco1	-1	0.4	-1.8	-1
82	Cc1ccc(OCC(=O)NCCC2=CCCCC2)cc1	2	0.1	-0.8	1
83	Cc1cccc(Nc2ncnc3c2cnn3C)c1	5	0.0	2.2	6
84	N#Cc1c(N)nc2sc(C(=O)c3ccc(Cl)cc3)c(N)c2c1-c1ccco1	-7	0.3	1.2	14
85	O=C(O)c1ccc(/C=C2\NC(=O)N(Cc3ccc(Cl)cc3)C2=O)cc1	2	-0.3	1.1	-1
86	CO/N=C(\CSc1ccccc1Cl)c1sc2ncnn2c1C	-5	-0.1	2.2	3
87	COc1ccccc1CNC(=O)c1ccc2c(=O)n(-c3cccc(C(F)(F)F)c3)c(=S)[nH]c2c1	0	0.0	-0.3	5
88	Cc1cc(-c2nnc(CCC(=O)N(CC3CC3)CC3CCCO3)o2)no1 (centres undefined)	-7	0.2	1.2	5
89	Cc1nc2ccccc2n1Cc1ccc(C(=O)NCc2c(F)cccc2F)o1	6	0.0	-0.7	11
90	COC(=O)NN=C1CCC(=NNC(=O)OC)CC1	-17	0.0	-0.8	3
91	CCCC(=O)Oc1ccc(N(C(=O)CCC)S(=O)(=O)c2cccc([N+](=O)[O-])c2)cc1Cl	-2	-0.1	0.4	-3
92	CN(C)c1nc(N)nc2ncn(C)c12	4	0.2	0.8	-3
93	COc1cccc(/C=N/NC(=O)c2ccc(N(C)C)cc2)c1O	5	-0.1	-0.3	-22
94	CCOc1ccc2ccccc2c1/C=N/NC(=O)C(O)c1ccccc1 (centres undefined)	8	0.0	-0.2	12
95	CC(C)COC(=O)C1C2C=CC3(CN(C(C)c4ccccc4)C(=O)C13)O2 (centres undefined)	1	-0.1	-0.1	-6
96	COC(=O)C(NC(=O)C(F)(F)F)(c1cccn1C)C(F)(F)F (centres undefined)	1	0.1	0.4	3
97	CCOC(=O)C(C)n1cnc2c(nnn2-c2cccc(Cl)c2)c1=O (centres undefined)	2	1.0	-0.7	9
98	CCOC(=O)c1c(NC(=O)c2cc(OC)c(OC)c(OC)c2)sc(C(N)=O)c1C	-7	0.0	0.0	-18
99	COCCNc1ccc2ncc(-c3ccc(N(C)C)cc3)n2n1	5	0.1	-0.3	-9

Bioassay records deposited in PubChem by The Scripps Research Institute Molecular Screening Center.

An unsorted share of the library, and some 3.4% of all compounds hit somewhere here.
